Compound activity from PubChem BioAssay.
S aureus QS inh: blocks AIP-induced quorum sensing reporter in S. aureus. S. aureus RN6390 RNAIII-GFP reporter, flow cytometry 3 h. inhibition, % at 2 µM. hit rate 0.3% among 24,000. AID 527;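 active = share of bacteria positive for the green fluorescent reporter and its mean brightness both inhibited by 50% or more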;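 also: 0% = AIP-stimulated control and 100% = unstimulated bacteria without AIP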
S aureus QS inh GFP MFI %: further read-out of S aureus QS inh, marked with its call; inhibition, %; measured here: inhibition of GFP MFI
Active calls of the source: *.

Values in the order – S aureus QS inh, S aureus QS inh GFP MFI %
- O=C(NCCN1CCOCC1)c1nn2c(c1Cl)NC(c1ccccc1)CC2C(F)(F)F (stereo unspecified)
→ -3, -15
- CCN(CC)C(=O)CSc1nc2ccccc2c(=O)n1CCC(=O)NCc1ccc(F)cc1
→ -4, -27
- O=C(CCCn1c(=O)[nH]c2cc(Cl)ccc2c1=O)NCC1CCCO1 (stereo unspecified)
→ -1, -28
- CCOC(=O)c1[nH]c(=O)c2ccccc2c1O
→ 2, 22
- Cc1cc(N2CCN(c3ccccc3F)CC2)nc2cc(O)ccc12
→ -2, -1
- CC(NC(=O)c1ccc(F)cc1)C(c1cccs1)N1CCN(C)CC1 (stereo unspecified)
→ 0, -5
- O=C(NC1CCCCCC1)C1CCCN(S(=O)(=O)c2cnc[nH]2)C1 (stereo unspecified)
→ -1, 0
- CCCn1c2c(c(O)c(C(=O)Nc3ccc(C)cn3)c1=O)CCCC2
→ 0, 8
- O=C(Cc1c(C(=O)O)[nH]c2ccccc12)Nc1ccc2c(c1)OCO2
→ -5, -37
- C=CCSc1nnc(NC(=O)c2ccc(S(=O)(=O)NCC3CCCO3)cc2)s1 (stereo unspecified)
→ -2, 0
- CC(C)NC(=O)C1CC(=O)N(c2ccc(F)c(Cl)c2)C1 (stereo unspecified)
→ 0, -8
- COCCNC(=O)c1cc(-c2ccccc2OC)on1
→ 1, 4
- Cc1ccc2oc(-c3ccccc3C(=O)O)cc(=O)c2c1
→ 0, 34
- O=C(Nc1nnc(C2CCCC2)s1)C1CCN(S(=O)(=O)c2ccc(Cl)cc2)CC1
→ -1, 2
- CCOc1ccccc1C(=O)NCC(=O)OCC(=O)N1C(C)CCCC1C (stereo unspecified)
→ -3, -5
- COc1ccc(C2C(C(=O)NCCN3CCOCC3)c3ccccc3C(=O)N2C2CCCCC2)cc1 (stereo unspecified)
→ -2, -5
- CC1(C)COCN1S(=O)(=O)c1ccc(C(=O)Nc2nnc(-c3ccc(Cl)s3)o2)cc1
→ 8, 17
- CCOC(=O)c1ccccc1NC(=O)CSc1nc2c(c(=O)n(C)c(=O)n2C)n1C
→ -3, -34
- O=C(NCCN1CCOCC1)c1ccc2c(c1)N(Cc1ccccc1)C(=O)CS2
→ 1, 9
- CCSc1oc(-c2cccs2)nc1S(=O)(=O)c1ccccc1
→ 3, 17
- CCOC(=O)CSc1nc2cccnc2n1-c1ccc(F)cc1
→ -5, -14
- COCCNC(=O)c1ccc(CS(=O)(=O)c2c(Cl)cccc2Cl)o1
→ 0, 2
- COc1ccc(CNC(=O)C2CSC(=O)C2)cc1 (stereo unspecified)
→ 9, 16
- C/C=C/COC(=O)c1[nH]c2c(c1C)C(=O)CC(c1ccco1)C2 (stereo unspecified)
→ -2, -5
- CN(C)c1ccc(NC(=O)Cn2c(=O)n(Cc3ccccc3)c(=O)c3ccccc32)cc1
→ 10, 22
- O=C1CN(C(=O)c2ccco2)C(c2ccccc2)c2cc(Cl)ccc2N1 (stereo unspecified)
→ 9, 32
- CCn1c(Cc2ccccc2)nnc1SCC(=O)Nc1ccc(N2CCOCC2)c(Cl)c1
→ -1, -4
- Cc1nc2nc(C)c(CCC(=O)NCCC3=CCCCC3)c(C)n2n1
→ 2, 51
- O=C(Nc1ccc(Cl)cn1)Nc1cccs1
→ 1, 22
- CNC(=O)OC(C)CNS(=O)(=O)c1ccc(C)cc1 (stereo unspecified)
→ 0, -2
- O=C(CSc1nc2ccccc2o1)NC(=O)NCc1ccco1
→ -2, -20
- C=CCN(CC=C)C(=O)CN1C(=O)c2ccccc2C1=O
→ 3, -55
- Cc1ccc(CCNC(=O)CCNS(=O)(=O)c2ccc3c(c2)oc(=O)n3C)cc1
→ -2, -7
- Cn1c(C(=O)NCCCN2CCCC2=O)cc2c(=O)n3ccccc3nc21
→ -2, -6
- NC(=O)C1CCN(C(=O)CCCCCn2c(=O)[nH]c3ccsc3c2=O)CC1
→ -2, 7
- CCOC(=O)CCc1c(C)n(CC)c2cc(-c3ccccc3OC)nn2c1=O
→ 4, 21
- Cc1c(NC(=O)CN2c3cccc4cccc(c34)S2(=O)=O)c(=O)n(-c2ccccc2)n1C
→ -4, -2
- COc1ccc(C2C3=C(CCCC3=O)Nc3nc4ccccc4n32)c(OC)c1OC (stereo unspecified)
→ -7, -13
- CCOc1ccc(C(=O)N2CCC(C(=O)c3ccc4c(c3)OCCO4)CC2)cc1
→ 12, 31
- CCCCCCNS(=O)(=O)c1ccc(OC)c(OC)c1
→ -4, -17
- Cc1ccc(S(=O)(=O)NCCC(=O)OCn2nnc3ccccc3c2=O)cc1
→ -3, 22
- COc1ccccc1-c1noc(-c2ccco2)n1
→ 1, 6
- Cc1ccc2nc(-c3ccc4c(c3)OCCO4)cc(C(=O)O)c2c1
→ -13, -9
- COC(=O)C(C)n1cnc2c(nnn2Cc2ccc(Cl)cc2)c1=O (stereo unspecified)
→ 0, 19
- COc1ccc(N2CCN(C(=O)CSc3nnc4n3C(C)(C)Cc3ccccc3-4)CC2)cc1
→ 0, -2
- CC(=O)Nc1ccc(NC(=O)c2ccccc2N(C)S(C)(=O)=O)cc1
→ -1, -2
- COC(=O)c1nnn(-c2ccccc2)c1N
→ -1, -8
- CCOC(=O)N1CCN(C(=O)c2ccc3c(c2)sc2nc(-c4ccccc4)cn23)CC1
→ 13, 23
- Cc1oc(-c2ccc(Cl)cc2)[n+]([O-])c1C
→ 0, -1
- Cc1csc2nc(CSc3ccc(Cl)cc3)cn12
→ 0, 3
- CC1CCN(C(=O)C2CCN(C(=O)c3cc4sccc4n3Cc3ccc(F)cc3)CC2)CC1
→ 24, 30
- COC(=O)c1cc(Br)c(=O)n(-c2nccs2)c1
→ 0, -2
- O=C(CN1CCN(CCC(=O)Nc2ccccc2F)CC1)Nc1ccc(Cl)cc1
→ -4, -10
- CC(=O)Nc1cccc(Oc2nc(C)cc(C)c2C#N)c1
→ 0, 6
- O=C(NCc1cccnc1)c1cccc(C(F)(F)F)c1
→ 1, 2
- COc1nnc(OC)c2ccccc12
→ -2, -18
- CCCS(=O)(=O)NCCc1cc2c(OC)ccc(OC)c2[nH]c1=O
→ 0, -19
- O=C(C1CCC(=O)N1Cc1cccnc1)N1CCN(c2ccc(F)cc2)CC1 (stereo unspecified)
→ 3, 31
- C=CCn1c(=N)c(C(=O)NCCCOC)cc2c(=O)n3cc(C)ccc3nc21
→ 0, -12
- O=C(CSc1nc2c(sc3ccccc32)c(=O)n1Cc1ccco1)NCC1CCCO1 (stereo unspecified)
→ 0, -1

Of the compounds above, these contain two or more sulfur atoms:
Values in the order – S aureus QS inh, S aureus QS inh GFP MFI %
- C=CCSc1nnc(NC(=O)c2ccc(S(=O)(=O)NCC3CCCO3)cc2)s1 (stereo unspecified)
→ -2, 0
- O=C(Nc1nnc(C2CCCC2)s1)C1CCN(S(=O)(=O)c2ccc(Cl)cc2)CC1
→ -1, 2
- CC1(C)COCN1S(=O)(=O)c1ccc(C(=O)Nc2nnc(-c3ccc(Cl)s3)o2)cc1
→ 8, 17
- CCSc1oc(-c2cccs2)nc1S(=O)(=O)c1ccccc1
→ 3, 17
- Cc1csc2nc(CSc3ccc(Cl)cc3)cn12
→ 0, 3
- O=C(CSc1nc2c(sc3ccccc32)c(=O)n1Cc1ccco1)NCC1CCCO1 (stereo unspecified)
→ 0, -1

Continued:
Values in the order – S aureus QS inh, S aureus QS inh GFP MFI %
- CC1(C)CC2(CC(C)(C)N1)OC(=O)N1CCc3ccccc3C12C (stereo unspecified)
→ 4, 15
- O=C(NCc1ccccc1Cl)C1CCN(C(=O)c2sccc2-n2cccc2)CC1
→ 58, 42
- COc1ccc(N2C(=O)C3CCCN3C2c2ccc(F)cc2)cc1Cl (stereo unspecified)
→ -1, -23
- COc1ccc(NC(=O)C2C(=O)N(C)C3(C)CC2c2ccccc2O3)cc1 (stereo unspecified)
→ -7, -23
- CCN(CCCNC(=O)CCc1nc(-c2ccc(C)cc2)no1)c1cccc(C)c1
→ 1, 8
- CCCCNC(=O)CCC(=O)Nc1ccc2nc(N3CCOCC3)cc(C)c2c1
→ -11, -21
- O=C(NC1CCCCC1)c1cc(-c2ccco2)on1
→ 13, 30
- COc1ccc(C(=O)NCCSc2ccccn2)cc1
→ -1, 4
- O=C1Cc2ccccc2C(=O)N1CCc1ccccc1
→ 8, 16
- Cc1ccc(S(=O)(=O)c2c(C)nn(C(C)(C)C)c2OC(=O)C(C)(C)C)cc1
→ -13, -24
- CCOC(=O)N1CCN(C(=O)CS(=O)(=O)c2cn(Cc3ccccc3C)c3ccccc23)CC1
→ 0, 2
- Cc1cccc(C)c1NC(=O)C1(NC(=O)C2CCCN2C(=O)OC(C)(C)C)CCCCC1 (stereo unspecified)
→ -2, -5
- CCOC(=O)c1c(NC(=O)c2cccs2)sc(C)c1C
→ 0, 22
- Cc1ccc2c(c1)-c1cc(C)nn1C(c1ccc3c(c1)OCO3)N2 (stereo unspecified)
→ -1, 8
- Cc1ccc(C2N(c3nccs3)C(=O)C3CCCN32)cc1 (stereo unspecified)
→ 1, 20
- COc1ccc(-n2ccnc2SCC(=O)Nc2ccc(OC)cc2OC)cc1
→ -7, -23
- O=C(O)CCc1ccc(-c2cccs2)n1-c1ccc(C(=O)O)cc1
→ -1, -8
- CCOC(=O)CC(=O)CSc1nc(-c2cccnc2)cc(C)c1C#N
→ -1, -19
- COc1ccc(C2CC(c3ccccc3C)n3nc(N)nc3N2)cc1 (stereo unspecified)
→ 2, 16
- CCOC(=O)c1c(NC(=O)CSc2nnc(-c3cccnc3)o2)sc(C)c1C
→ -2, -26
- Cc1oc(-c2ccccc2F)nc1CN1CCC(C(=O)NCc2cccs2)CC1
→ -2, -2
- CCCN(CCC)S(=O)(=O)c1ccc(NS(C)(=O)=O)cc1
→ 0, 40
- C=CCSC1=C(C#N)C(c2ccccc2)CC(=O)N1 (stereo unspecified)
→ -1, 4
- Cc1c(C(=O)O)cnc2cc(-c3ccc(Cl)cc3)nn12
→ -4, -13
- COC(=O)C1CCN(C(=O)CSc2nnc(-c3ccncc3)o2)CC1
→ 9, 10
- CCS(=O)(=O)n1nc(-c2ccccc2)cc1N
→ -2, -14
- N[C@@H](C(=O)N[C@@H]1C(=O)N2C(C(=O)O)=C(Cl)CS[C@H]12)c1ccccc1
→ -4, -3
- CC(C)(C)c1ccc(S(=O)(=O)N2CCN(CCC#N)CC2)cc1
→ -3, 0
- CC1Cn2c(nnc2-c2ccc(F)cc2)S1 (stereo unspecified)
→ -3, -9
- COc1cccc(NC(=O)N2CCN(c3cccc(C)c3C)CC2)c1
→ -1, -9

Full records from above.
CCOc1ccc(C(=O)N2CCC(C(=O)c3ccc4c(c3)OCCO4)CC2)cc1 across the screens: S aureus QS inh: 12; S aureus QS inh GFP MFI %: 31
CCS(=O)(=O)n1nc(-c2ccccc2)cc1N across the screens: S aureus QS inh: -2; S aureus QS inh GFP MFI %: -14
CCOC(=O)N1CCN(C(=O)CS(=O)(=O)c2cn(Cc3ccccc3C)c3ccccc23)CC1 across the screens: S aureus QS inh: 0; S aureus QS inh GFP MFI %: 2

The list continues.
Values in the order – S aureus QS inh, S aureus QS inh GFP MFI %
- O=C(CSc1nnc(C2COc3ccccc3O2)o1)Nc1nccs1 (stereo unspecified)
→ -6, -20
- CCOc1nc(NCCc2ccc(OC)c(OC)c2)nc(NC(C)(C)CO)n1
→ -1, -7
- COc1ccc(OC)c2[nH]c(=O)c(CCNC(=O)C(C)C)cc12
→ 0, 9
- c1ccc(-c2ccc(C(c3ccccc3)n3ccnc3)cc2)cc1 (stereo unspecified)
→ 58*, 62*
- O=C(NC1CCCCC1)C1CCN(S(=O)(=O)N2CCCCCC2)CC1
→ 0, 23
- Cc1cc(=O)n2nc(N3CCC(C(=O)NCCc4ccccc4)CC3)sc2n1
→ -6, -3
- O=S(=O)(c1ccc2c(c1)OCCO2)N(Cc1ccc(F)cc1)Cc1nnc(-c2cccs2)o1
→ -2, -2
- Cc1ccc(NC(=O)C2CCN(S(=O)(=O)c3cnc[nH]3)CC2)nc1
→ -7, -4
- CC(=O)c1cc2c(cc1NC(=O)CN1CCCCCC1)OCO2
→ -4, -12
- CC1(C)CC(=O)C2=C(C1)OC(c1cccs1)C(C#N)=C2N (stereo unspecified)
→ 1, 13
- Clc1ccc(Cl)c2sc(N3CCCC3)nc12
→ 1, 5
- COC(=O)c1ccc2c(c1)NC(=O)C(N1CCCCC1)S2 (stereo unspecified)
→ 0, 10
- Cc1ccc(S(=O)(=O)N2CCCC2CO)cc1 (stereo unspecified)
→ -5, -12
- CN(C)S(=O)(=O)c1cccc(C(=O)Nc2cccnc2)c1
→ 0, -5
- CSC1=NCCN1C(=O)c1ccc(S(=O)(=O)N(C)C)cc1
→ 8, 14
- Cc1nc2sc(C(c3cccc(F)c3)N3CC(C)OC(C)C3)c(O)n2n1 (stereo unspecified)
→ 0, 2
- O=C(C1CC1)N1CCc2cc(S(=O)(=O)NCC3COc4ccccc4O3)ccc21 (stereo unspecified)
→ -5, -18
- O=C1CC(N2CCN(c3cccc(C(F)(F)F)c3)CC2)C(=O)N1c1ccccc1 (stereo unspecified)
→ 1, 10
- COc1cc(C)ccc1NC(=O)c1ccc(S(=O)(=O)N2CCOCC2)cc1
→ -3, -10
- C=CCNC(=O)c1cc(=O)c2ccccc2o1
→ 0, -12
- CCOC(=O)C1CCN(C(=O)c2ccc(OC)cc2OC)CC1
→ -1, 27
- CSc1nc2sc3c(c2c(=O)n1C)CCC(C)C3 (stereo unspecified)
→ 3, 35
- COC(=O)c1[nH]c(C)c(/C(O)=C2\C(=O)C(=O)N(CCN3CCOCC3)C2c2cccs2)c1C (stereo unspecified)
→ -12, -32
- CC(C)NC(=O)CSCc1ccccc1Cl
→ -1, 4
- CCN(CCCNC(=O)c1[nH]c(C)c(C(C)=O)c1C)c1ccccc1
→ -4, -19
- COCCNC(=O)COc1cc(=O)n(C)c2ccccc12
→ -3, -14
- Clc1cc(Cl)c2nc(N3CCCC3)sc2c1
→ 8, 11
- COCCN1C(=O)c2ccccc2C(C(=O)N2CCN(c3ccccn3)CC2)C1c1ccc(F)cc1 (stereo unspecified)
→ 0, 3
- COc1cccc(OCCSc2nnc3sc4ccccc4n23)c1
→ 0, 7
- CC1CCCC(C)N1CCCNC(=O)c1cc2c(=O)n(C)c3ccccc3c2n1C (stereo unspecified)
→ -2, -11

An excerpt (hit frequency here may not be typical).
